Bioassay records from PubChem.
Rv3671c inh – Rv3671c serine protease inhibitors, primary screen, biochemical, fluorescence polarization, M. tuberculosis H37Rv; 320,000 tested, 0.048% active; inhibition, % at 5.96 µM; AID 2606, 2010; P9WHR9; in the data active = inhibition above about 38%;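 note: extracellular domain of Rv3671c used as enzyme; 0% = enzyme with DMSO and 100% = no enzyme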
Target sequence (P9WHR9 whole entry, looked up, the tested form may be a part): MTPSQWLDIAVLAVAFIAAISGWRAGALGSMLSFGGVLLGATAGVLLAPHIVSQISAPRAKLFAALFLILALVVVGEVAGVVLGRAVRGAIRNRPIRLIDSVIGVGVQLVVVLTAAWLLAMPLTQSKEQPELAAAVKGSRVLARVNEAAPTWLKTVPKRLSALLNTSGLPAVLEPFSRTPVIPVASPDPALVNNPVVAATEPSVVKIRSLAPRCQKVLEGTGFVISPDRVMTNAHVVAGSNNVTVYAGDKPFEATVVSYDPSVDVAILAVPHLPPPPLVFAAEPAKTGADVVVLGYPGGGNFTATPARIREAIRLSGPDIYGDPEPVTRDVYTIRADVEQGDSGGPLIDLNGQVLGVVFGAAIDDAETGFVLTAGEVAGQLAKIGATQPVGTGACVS
Mtb UGM inh – M. tuberculosis UGM enzyme inhibitors, primary screen, biochemical, fluorescence polarization, single point; UDP-galactopyranose mutase (Mycobacterium tuberculosis (strain ATCC 25618 / H37Rv)), …; purified UGM, fluorescence polarization probe displacement; inhibition, % at 10 µM; 320,000 tested, 0.06% active; in the data active = inhibition above about 10%, passing the limit was not always enough
Target sequence (P9WIQ1 whole entry, looked up): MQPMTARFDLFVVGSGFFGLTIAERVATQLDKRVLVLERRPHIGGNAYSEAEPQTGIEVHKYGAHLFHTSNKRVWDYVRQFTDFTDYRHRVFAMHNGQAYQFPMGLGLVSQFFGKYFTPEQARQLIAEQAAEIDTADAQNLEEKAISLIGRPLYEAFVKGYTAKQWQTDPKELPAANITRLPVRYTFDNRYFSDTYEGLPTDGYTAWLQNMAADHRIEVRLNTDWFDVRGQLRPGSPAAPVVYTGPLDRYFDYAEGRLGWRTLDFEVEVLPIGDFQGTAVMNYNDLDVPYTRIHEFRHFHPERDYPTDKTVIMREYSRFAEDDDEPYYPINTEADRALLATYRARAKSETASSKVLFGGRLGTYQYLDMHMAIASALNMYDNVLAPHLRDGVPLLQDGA
GDH-TPI inh – GDH-TPI coupling enzyme inhibitors, primary screen, artefact control for M. tuberculosis FBA inhibitor project, biochemical, absorbance, full deck; GDH-TPI coupled enzyme counterscreen, NADH absorbance; 360,000 tested, 1.2% active; inhibition, % at 4.8 µM; in the data active = inhibition above about 30%;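 note: 0% = DMSO wells and 100% = wells lacking the enzyme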
BH1578 lux ind – inducers of Vibrio cholerae quorum light production without autoinducers, primary screen, BH1578 luxS cqsA deficient, single point; activation, % at 18.7 µM; V. cholerae BH1578 lux reporter, luminescence, 6 h; 350,000 tested, 0.16% active; in the data active = activation mostly above about 9.7%, no sharp cut-off; note: not every result past the cut was called active; inactives centre near 0; reference of the scale not given here
MazEF act – activators of E. coli MazEF toxin-antitoxin RNase, primary screen, biochemical, fluorescence, uHTS | Endoribonuclease toxin MazF (Escherichia coli (strain K12)), P0AE70 | FAM/BHQ RNA-DNA oligo cleavage fluorescence, 5 h | activation, % at 20 µM | 350,000 tested, 0.32% active | AID 504720, 2011; in the data active = activation above about 50%
Target sequence (P0AE70 whole entry, looked up): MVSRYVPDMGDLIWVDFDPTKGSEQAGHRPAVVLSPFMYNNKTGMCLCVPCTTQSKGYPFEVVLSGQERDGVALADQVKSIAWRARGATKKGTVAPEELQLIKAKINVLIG
BioA inh – M. tuberculosis BioA enzyme inhibitors, primary screen, biochemical, plate reader, single point, HTS | 7,8-diaminopelargonic acid synthase BioA (Mycobacterium tuberculosis) | purified M. tuberculosis BioA enzyme | inhibition, % at 9.99 µM | 360,000 tested, 0.096% active; in the data active = inhibition above about 40%
SSB-PriA inh – inhibitors of Klebsiella pneumoniae PriA binding to SSB C-terminal tail, primary screen, biochemical, AlphaScreen | 430,000 tested, 0.6% active | AlphaScreen SSBct-PriA binding, biotinylated peptide | PriA–SSB C-terminal tail interaction (Klebsiella pneumoniae) | inhibition, % at 33 µM; in the data active = inhibition mostly above about 37%, no sharp cut-off; inactive = mostly below about 20%;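 note: plate controls were negative control peptide for no effect and reference peptide for full effect; strong numbers were not always called active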
Mtb FBA inh – Mtb FBA enzyme inhibitors, primary screen, biochemical, fluorescence, strain H37Rv | Fructose-bisphosphate aldolase (Mycobacterium tuberculosis (strain ATCC 25618 / H37Rv)), … | purified M. tuberculosis FBA, fluorescence read-out | inhibition, % at 1 µM | 360,000 tested, 2.3% active | AID 588726, 2011; in the data active = inhibition above about 27%;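 note: 0% = vehicle and 100% = reference inhibitor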
3CLpro inhibitor – SARS-CoV 3CLpro protease inhibitors, primary screen, biochemical, quenched FRET | Replicase polyprotein 1ab (Severe acute respiratory syndrome coronavirus), P0C6X7 | recombinant SARS-CoV 3CLpro, quenched FRET peptide cleavage | inhibition, % at 6 µM | 290,000 tested, 0.14% active | AID 1706, 2009; in the data active = inhibition above about 12%
DUSP3 inh – VHR1 phosphatase inhibitors, primary screen, biochemical, absorbance, uHTS | recombinant VHR phosphatase, pNPP absorbance | inhibition, % at 13.3 µM | AID 1654, 2009 | 290,000 tested, 0.52% active; in the data active = inhibition above about 50%; note: some compounds called inactive have numbers as strong as hits
Target sequence (P51452 whole entry, looked up): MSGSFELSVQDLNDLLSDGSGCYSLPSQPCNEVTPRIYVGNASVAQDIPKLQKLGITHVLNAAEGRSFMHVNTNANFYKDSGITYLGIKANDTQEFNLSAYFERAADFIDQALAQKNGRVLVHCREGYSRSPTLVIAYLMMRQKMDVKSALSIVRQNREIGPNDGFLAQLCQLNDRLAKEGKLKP
Numbers without * were called inactive; i = inactive; x = no result given; & = joins results of further samples. Some of the compounds tested. The share of hits here may be higher or lower than overall.

No. | molecule | Rv3671c inh | Mtb UGM inh | GDH-TPI inh | BH1578 lux ind | MazEF act
1 | COc1ccc(C(=O)COC(=O)c2c(-c3ccccc3)noc2C)c(OC)c1 | -2 | -0.9 | 2 | -0.9 | 67*
2 | COc1ccc(CCNC(=O)CCCNC(=O)Cn2cnc3sc(C)c(C)c3c2=O)cc1OC | 2 | 5.1 | 9 | i | -1
3 | Cn1c[n+](C)cc1/C=N/O | 3 | 0.8 | 0 | i | 11
4 | COc1ccc(NC(=O)CC2SC(=NCC3CCCO3)NC2=O)cc1 (centres undefined) | 3 | -0.6 | 1 | 0.8 | 9
5 | Cc1ccc(-n2nnc(-c3nccs3)n2)cc1 | 8 | -1.5 | -14 | -0.6 | 1
6 | CCS(=O)(=O)N1N=C(c2cccc(NS(C)(=O)=O)c2)CC1c1ccccc1 (centres undefined) | -25 | 2.0 | -5 | -0.3 | -117
7 | Cc1cc(C(=O)Nn2c(-c3ccncc3)nc3ccccc3c2=O)ccc1[N+](=O)[O-] | -2 | -0.4 | 5 | i | 4
8 | Cc1cccc(OCC(=O)OCC(=O)N(CC(C)C)c2c(N)n(Cc3ccccc3)c(=O)[nH]c2=O)c1C | -1 | -0.6 | 4 | i | -10
9 | O=C(Nc1cccc2nsnc12)c1ccc2c(c1)OCO2 | -10 | 1.5 | 3 | 0.8 | 4
10 | COc1ccc(CCN2C(=O)NC(NC(=O)CCc3ccccc3)(C(F)(F)F)C2=O)cc1OC (centres undefined) | -3 | 0.2 | 6 | -0.2 | 7
11 | Cc1cc(C(=O)COc2ccccc2C(N)=O)c(C)n1C1CC1 | 5 | 3.5 | -2 | -0.5 | 7
12 | O=C(COC(=O)c1ccc(O)cc1O)Nc1ccc2ccccc2c1 | -28 | 0.6 | -2 | i | 3
13 | CCOc1ccccc1N1CCN(C(=O)CNC(=O)c2ccccc2F)CC1 | 1 | -0.3 | -1 | -1.8 | 13
14 | CCN(CC)S(=O)(=O)c1ccc(NC(=O)C2CC(=O)N(c3ccc4c(c3)OCCO4)C2)cc1 (centres undefined) | x | x | -3 | -1.3 | -2
15 | O=C(Nc1cccnc1)c1c(O)c2cccc3c2n(c1=O)CC3 | -5 | -4.0 | 15 | -0.2 | -3

No. | BioA inh | SSB-PriA inh | Mtb FBA inh | 3CLpro inhibitor | DUSP3 inh
1 | -0.4 | 0 | -2 | x | x
2 | x | -5 | -5 | 3 | 14
3 | 1.8 | x | 1 | 4 | 23
4 | -1.4 | 12 | -1 | 3 | -11
5 | 0.2 | -15 | 4 | 5 | 18
6 | x | -6 | -2 | 1 | -5
7 | -1.5 | 8 | -1 | 1 | -10
8 | -0.2 | -2 | 3 | x | x
9 | -0.1 | -28 | 4 | 2 | 22
10 | 0.3 | -9 | -2 | -1 | -2
11 | x | 7 | 1 | 0 | 13
12 | 1.2 | 9 | 1 | x | x
13 | 0.3 | -11 | 0 | -1 | 35
14 | 1.8 | -19 | -2 | x | x
15 | x | -8 | 0 | -1 | 4

Copied from above: entries 1 to 4
No. | molecule | Rv3671c inh | Mtb UGM inh | GDH-TPI inh | BH1578 lux ind | MazEF act
1 | COc1ccc(C(=O)COC(=O)c2c(-c3ccccc3)noc2C)c(OC)c1 | -2 | -0.9 | 2 | -0.9 | 67*
2 | COc1ccc(CCNC(=O)CCCNC(=O)Cn2cnc3sc(C)c(C)c3c2=O)cc1OC | 2 | 5.1 | 9 | i | -1
3 | Cn1c[n+](C)cc1/C=N/O | 3 | 0.8 | 0 | i | 11
4 | COc1ccc(NC(=O)CC2SC(=NCC3CCCO3)NC2=O)cc1 (centres undefined) | 3 | -0.6 | 1 | 0.8 | 9

No. | BioA inh | SSB-PriA inh | Mtb FBA inh | 3CLpro inhibitor | DUSP3 inh
1 | -0.4 | 0 | -2 | x | x
2 | x | -5 | -5 | 3 | 14
3 | 1.8 | x | 1 | 4 | 23
4 | -1.4 | 12 | -1 | 3 | -11

In a second layout: two of the compounds above
entry	SMILES	Rv3671c inh	Mtb UGM inh	GDH-TPI inh	BH1578 lux ind	MazEF act	BioA inh	SSB-PriA inh	Mtb FBA inh	3CLpro inhibitor	DUSP3 inh
1	COc1ccc(C(=O)COC(=O)c2c(-c3ccccc3)noc2C)c(OC)c1	-2	-0.9	2	-0.9	67*	-0.4	0	-2	x	x
15	O=C(Nc1cccnc1)c1c(O)c2cccc3c2n(c1=O)CC3	-5	-4.0	15	-0.2	-3	x	-8	0	-1	4

Compound profiles, from the list above. Values in the order: Rv3671c inh	Mtb UGM inh	GDH-TPI inh	BH1578 lux ind	MazEF act	BioA inh	SSB-PriA inh	Mtb FBA inh	3CLpro inhibitor	DUSP3 inh
Record of COc1ccc(C(=O)COC(=O)c2c(-c3ccccc3)noc2C)c(OC)c1 = -2	-0.9	2	-0.9	67*	-0.4	0	-2	x	x
Record of COc1ccc(NC(=O)CC2SC(=NCC3CCCO3)NC2=O)cc1 (centres undefined) = 3	-0.6	1	0.8	9	-1.4	12	-1	3	-11
Record of Cc1cccc(OCC(=O)OCC(=O)N(CC(C)C)c2c(N)n(Cc3ccccc3)c(=O)[nH]c2=O)c1C = -1	-0.6	4	i	-10	-0.2	-2	3	x	x
Record of O=C(Nc1cccnc1)c1c(O)c2cccc3c2n(c1=O)CC3 = -5	-4.0	15	-0.2	-3	x	-8	0	-1	4

Further entries.
No. | molecule | Rv3671c inh | Mtb UGM inh | GDH-TPI inh | BH1578 lux ind | MazEF act
16 | O=C(CSc1cccc[n+]1[O-])Nc1c(Br)cc([N+](=O)[O-])cc1Br | 4 | -1.1 | 18 | i | -15
17 | Cc1ccc(-n2c(SCc3nc4ccccc4c(=O)[nH]3)nnc2-c2ccccc2O)cc1 | 13 | -0.2 | 0 | 1.3 | 2
18 | O=C(CCCn1cc([N+](=O)[O-])cn1)NCc1ccccc1 | -9 | 1.6 | -1 | i | 4
19 | COC(=O)c1ccc(C(=O)OC)c(NC(=O)CN2CCN(c3ccc(OC)cc3)CC2)c1 | 3 | -0.3 | 15 | i | 4
20 | Cc1ccc(NC(=O)CSc2nc3ccccc3c3nc(CCc4c(C)n[nH]c4C)nn23)cc1F | -21 | -0.5 | 7 | -0.3 | -5
21 | CC(C)CC(=O)Nc1ccc(S(=O)(=O)NCc2ccco2)cc1 | -4 | 2.4 | -11 | i | 2
22 | O=C(c1cc2c(=O)n3ccccc3nc2s1)N1CCOCC1 | -2 | 1.1 | 25 | -1.0 | 4
23 | COc1ccc(-c2cc(=NCCCCCC(=O)O)c3cc(C)ccc3o2)cc1 | x | x | 50* | -1.4 | 12&-6
24 | O=C1c2cccc3cccc(c23)N1Cc1ccc(F)cc1 | -7 | 0.0 | 3 | -0.2 | 0
25 | Cc1ccc(-c2nc(N3CCN(C)CC3)c3ccccc3n2)cc1 | 0 | 0.0 | 26 | -0.6 | 7
26 | Oc1c(N=Nc2ccccn2)ccc2ccccc12 | -5 | 0.4 | 7 | -1.4 | 3
27 | O=C(N/N=C/c1ccco1)C(O)C(O)C(=O)N/N=C/c1ccco1 (centres undefined) | -1 | 3.4 | 0 | i | -7
28 | CCOC(=O)N1CCN(c2cc(=O)n(C)c(=O)n2C)CC1 | 2 | -3.6 | 4 | 1.2 | 3
29 | Cc1occc1C(=O)N/N=C/c1ccc(OCc2ccccc2)cc1 | -6 | 0.4 | 8 | -0.2 | 1
30 | O=C(Cc1ccccc1)NCCc1cccc(Cl)c1 | 0 | -0.7 | -1 | x | 4

No. | BioA inh | SSB-PriA inh | Mtb FBA inh | 3CLpro inhibitor | DUSP3 inh
16 | 4.1 | -13 | -4 | 4 | 10
17 | x | -2 | 6 | 0 | -13
18 | x | -5 | -2 | 0 | 16
19 | -0.4 | 0 | -2 | 5 | 35
20 | x | -17 | 1 | -1 | 8
21 | -1.9 | -1 | 0 | -1 | 15
22 | 5.3 | -5 | 79* | -9 | 0
23 | x | 1 | x | 3 | 34
24 | x | -172 | 2 | 0 | 11
25 | -3.3 | 14 | -1 | 3 | 8
26 | x | 49* | -1 | -1 | 26
27 | -0.6 | x | 0 | -3 | 22
28 | 1.3 | -5 | 2 | 2 | 4
29 | x | i | 0 | -1 | -21
30 | -0.7 | -29 | 1 | 1 | 16

(next part)
No. | molecule | Rv3671c inh | Mtb UGM inh | GDH-TPI inh | BH1578 lux ind | MazEF act
31 | CCn1c(=O)cc(SCC(=O)N2CCC(C)CC2)c2ccccc21 | 1 | -1.9 | 14 | -0.2 | -2
32 | Cc1oc(/N=C/c2ccccc2O)c(C#N)c1C | 1 | 3.1 | 10 | i | 3
33 | O=C(COC(=O)C1CC(O)CN1S(=O)(=O)c1ccccc1[N+](=O)[O-])c1ccc[nH]1 (centres undefined) | -6 | 1.8 | 5 | i | 8
34 | Cc1nn(CC(=O)NCc2ccc(C(=O)O)cc2)c(C)c1[N+](=O)[O-] | -4 | -2.9 | 9 | 0.4 | -10
35 | OC(COC(c1ccc(Cl)cc1)c1ccc(Cl)cc1)CN1CCN(c2ccccn2)CC1 (centres undefined) | 6 | 0.5 | 13 | i | -2
36 | Cc1ccccc1C(=O)NCCc1nnc(SCC(=O)Nc2nc(-c3ccccc3)cs2)n1C | -1 | -0.2 | 5 | i | 11
37 | Cc1cccc(NC(=S)N2CCC(O)CC2)c1C | 8 | -2.5 | -6 | i | 4
38 | CN(C)c1ccc(C=Cc2ccnc3c(O)cccc23)cc1 | x | x | 7 | -5.3 | 14
39 | CCC(C)[C@H]1CNCCN1CC1(c2ccccc2)CC1 (some centres undefined) | -4 | 3.4 | 15 | 5.4 | 8
40 | CCC(C)NC(=O)c1cc(Cl)ccc1OC (centres undefined) | -2 | 4.2 | 7 | i | -2
41 | O=C(Nc1ccccc1C(=O)Nc1ccccc1)c1ccco1 | -14 | 2.3 | 8 | -0.5 | 6
42 | CCn1c(=O)cc(NC2=NCC(C)CN2c2cccc(Cl)c2)n(C)c1=O (centres undefined) | 7 | 1.6 | -11 | i | 4
43 | CCOC(=O)C1=NN(c2ccccc2C)C2=NC(C)=C(C(=O)OC)C(c3cccs3)N12 (centres undefined) | -10 | -2.1 | 3 | i | 2
44 | CCn1c(COc2ccc(Cl)cc2)nnc1SCc1ccc(C#N)cc1 | 1 | 0.6 | 4 | -0.4 | 0
45 | Oc1ccc(Nc2nc(-c3cccs3)cs2)cc1 | 3 | 0.7 | -2 | -0.4 | 0
46 | CCOC(=O)c1ccc(-n2c(CN3CCC(C(N)=O)CC3)nc3ccc([N+](=O)[O-])cc3c2=O)cc1 | -18 | 0.4 | 14 | i | 5
47 | N#Cc1ccc(OS(=O)(=O)c2ccc(-c3ccon3)s2)cc1 | 3 | 5.0 | 4 | i | 0

No. | BioA inh | SSB-PriA inh | Mtb FBA inh | 3CLpro inhibitor | DUSP3 inh
31 | x | -6 | 1 | -4 | 10
32 | -4.9 | x | 5 | -4 | -21
33 | -0.4 | -3 | 5 | x | x
34 | x | -6 | -2 | -3 | 6
35 | -5.9 | 9 | -6 | -1 | -2
36 | -1.2 | -16 | 0 | -3 | 22
37 | -1.0 | -14 | -4 | 3 | 1
38 | -2.1 | x | -3 | x | x
39 | -1.6 | 1 | 5 | x | x
40 | -3.6 | -4 | 0 | 0 | 7
41 | -0.4 | -14 | -2 | -8 | 41
42 | 1.3 | -5 | 3 | 1 | 17
43 | -0.7 | 6 | -4 | 2 | 4
44 | 4.2 | -16 | 1 | -3 | -2
45 | x | 9 | -9 | 4 | -5
46 | -1.0 | 11 | 0 | 4 | -4
47 | 11 | -10 | 1 | -2 | 66
